# Source: PubChem BioAssay
# 15-hLO-2 inh: 15-hLO-2 (ALOX15B) enzyme inhibition | 0.56% of 110,000 active | Potency, µM (top dose mostly 57.1 µM), for inactives: top-dose activity change, negative = inhibition, most hits filed as inhibitors | purified 15hLO-2, xylenol orange hydroperoxide absorbance | O15296; further: potency means the concentration at half of the fitted maximal effect; nearly all actives have a fitted effect of over 60% in size; many of its hits are not listed in these tables
# Target sequence (O15296 whole entry, looked up): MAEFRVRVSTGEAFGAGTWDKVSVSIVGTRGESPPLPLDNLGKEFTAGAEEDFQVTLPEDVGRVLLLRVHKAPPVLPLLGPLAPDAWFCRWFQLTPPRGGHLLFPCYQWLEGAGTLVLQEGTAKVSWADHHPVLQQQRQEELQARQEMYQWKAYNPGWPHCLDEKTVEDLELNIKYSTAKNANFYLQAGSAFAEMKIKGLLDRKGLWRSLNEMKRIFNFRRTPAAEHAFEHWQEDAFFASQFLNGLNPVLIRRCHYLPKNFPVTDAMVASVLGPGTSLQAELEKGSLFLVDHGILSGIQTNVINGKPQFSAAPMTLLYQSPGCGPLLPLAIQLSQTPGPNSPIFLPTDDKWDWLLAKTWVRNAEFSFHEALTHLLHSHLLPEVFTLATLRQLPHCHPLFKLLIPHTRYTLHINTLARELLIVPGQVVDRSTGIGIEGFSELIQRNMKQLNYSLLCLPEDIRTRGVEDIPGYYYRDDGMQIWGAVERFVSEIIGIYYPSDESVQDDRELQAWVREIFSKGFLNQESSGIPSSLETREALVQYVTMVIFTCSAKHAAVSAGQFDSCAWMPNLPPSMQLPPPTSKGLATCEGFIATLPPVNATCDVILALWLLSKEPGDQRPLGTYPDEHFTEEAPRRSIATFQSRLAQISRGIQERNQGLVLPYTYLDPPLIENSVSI
#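 Read-out: hydroperoxide product oxidises ferrous iron, measured as xylenol orange complex via the 573-to-405 nm absorbance ratio after 30 min. Reaction: 50 nM enzyme, 15 min compound preincubation, 45 uM arachidonic acid, 90 min RT, Hepes pH 7.5 with Triton X-100.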
# IMPase inh: IMPase inhibition in cells | P97697 | CHO-M1 cells, IP1 accumulation, HTRF TR-FRET ratio | AID 901 | inhibition (IP1 accumulation), % at 46.1 µM | 120,000 tested, under 10 active; active means well fitted curve in the direction sought with a large enough effect in the signal ratio, not every such curve was filed as active; inconclusive means small, poorly fitted or top-dose-only effect, or a change in a side signal; inactive means no such curve, though single readings can be large or run the other way; the % refers to the signal ratio;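 further: cells stimulated with carbachol in lithium chloride buffer; plate controls were DMSO basal wells for no effect and reference inhibitor wells for full effect; higher means more IMPase inhibition seen as more IP1 and lower FRET ratio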
# Target sequence (P97697 whole entry, looked up): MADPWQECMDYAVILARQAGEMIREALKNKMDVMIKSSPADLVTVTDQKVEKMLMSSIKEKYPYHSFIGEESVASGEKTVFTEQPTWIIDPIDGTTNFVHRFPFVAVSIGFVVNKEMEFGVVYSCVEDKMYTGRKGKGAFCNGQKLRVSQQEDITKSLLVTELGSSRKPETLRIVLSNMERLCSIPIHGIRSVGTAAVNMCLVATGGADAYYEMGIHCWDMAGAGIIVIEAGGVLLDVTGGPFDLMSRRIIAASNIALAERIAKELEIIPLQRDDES
#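 The IP-One HTRF competitive assay in carbachol-stimulated CHO-M1 cells quantifies cellular IP1. Compounds spanned up to 46 uM final, and activity is expressed as AC50 from concentration-response fits of the ratio and donor data.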
# PNC assembly inh: blocks assembly of the perinucleolar compartment. PC3M PTB-GFP, PNC prevalence imaging, 16 h; hits give low values. activity change (PNC), negative = inhibition, % at 10 µM. 3.1% of 140,000 active;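 active means readout at or below -70, meaning at least 70% loss of cells showing the perinucleolar compartment, a nuclear body marking cancer cells; inconclusive means readout between -30 and a set limit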;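 further: plate controls were DMSO wells for no effect and camptothecin positive control wells for full effect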
#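 Compounds are pinned in duplicate onto adhered PC3M cells stably expressing GFP-tagged PTB and incubated 16 h at 37 C. Cells are then fixed, nuclei stained with Hoechst, and PNC-positive cells counted.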
# ALOX12 inhib: inhibitors of human 12-lipoxygenase (ALOX12); 0.12% of 150,000 active; purified 12-hLO, xylenol orange hydroperoxide absorbance; Potency, µM (titrated, usually from 57.1 µM), without a hit: at the highest dose activity change, negative = inhibition, actives largely listed as inhibitors; further: potency means the concentration at half of the fitted maximal effect; nearly all actives have a fitted effect of over 55% in size; many of its hits are not listed in these tables
#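 Purified human 12hLO (150 nM final) was preincubated with compounds for 15 min at room temperature in 25 mM Hepes pH 7.0, 0.01% Triton X-100, then reacted with 40 uM arachidonic acid for 30 min. Hydroperoxide was detected with ferrous iron/xylenol orange.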
# * marks the source's active call; other numbers are inactive results; ? = inconclusive; . = no result given; [ ] = dose if it differs, or a comment. Unless noted, the call rests on the fitted dose curve; in most records, active means well fitted curve in the direction sought with a large enough effect; inconclusive means small, poorly fitted or top-dose-only effect, or another doubt; inactive means no such curve, though single readings can be large; an effect the other way counts as inactive or inconclusive. Unless noted, on the % scale 0 is the no-effect control and ±100 the full control effect.
# A first look, 2 compounds:
PNC assembly inh	ALOX12 inhib	15-hLO-2 inh	IMPase inh	Molecule
8	8%	-3%	5	N#CC(c1ccc(Cl)nn1)c1ccccc1Cl (stereo not given)
.	2%[11.4 µM]	-1%[11.4 µM]	.	CC(C)(N)C(=O)N[C@@H]1C(=O)N2[C@@H]1SC(C)(C)[C@H]2C(=O)O

# Results, from the first entry:
PNC assembly inh	ALOX12 inhib	15-hLO-2 inh	IMPase inh	Molecule
8	8%	-3%	5	N#CC(c1ccc(Cl)nn1)c1ccccc1Cl (stereo not given)
.	2%[11.4 µM]	-1%[11.4 µM]	.	CC(C)(N)C(=O)N[C@@H]1C(=O)N2[C@@H]1SC(C)(C)[C@H]2C(=O)O
19	0%	-2%	2	CCS(=O)(=O)NCC(c1cccnc1)N1CCN(c2ccccc2)CC1 (stereo not given)
23	-3%	-20%	5	S=c1[nH]nc(CSc2nc3ccccc3s2)o1
?	-3%	-4%	5	CCCC(=O)NCCCc1nc2ccccc2n1CCC
-2	-6%	.	.	CCCCCCC(=O)Cc1cc(OC)c(OC)cc1C=C(C(=O)OCC)C(=O)OCC
?	-2%	-2%	?	Cc1ccc2oc(=O)c3cnn(CC(=O)N4CCCc5ccccc54)c3c2c1
?	-4%	.	.	S=C(Nc1ccc(Cl)cc1Cl)N1CCCCC1
-27	0%	.	7	COc1ccc(CSc2nc(N3CCOCC3)c3c(c2C#N)CC(C)(C)OC3)cc1
18	-2%	4%	-3	O=C(C(Cc1ccccc1)n1cccc1)N1CCN(c2ncccn2)CC1 (stereo not given)
18	-5%	1%	4	COC(=O)c1ccc(C)c(NC(=O)CN(c2ccc3c(c2)OCO3)S(C)(=O)=O)c1
35	2%	.	.	CCOc1ccc(/C=N/NC(=O)c2ccc(CSc3nc4ccccc4[nH]3)cc2)cc1
?	3%	-3%	1	Cn1cnnc1SCC(=O)Nc1cccc(C(=O)O)c1
-11	2%	-2%	2	O=C(NCCN1CCNCC1)c1ccccn1
18	-1%	.	-4	CCCCOc1ccc(Nc2nc(C)cc(C)c2C#N)cc1
12	-2%	-10%	-3	CC1CCCCN1S(=O)(=O)c1ccc(NC(=O)CSc2nnnn2C)cc1 (stereo not given)
-14	-2%	-12%	-3	c1ccc2c(c1)nnn2Cc1nnc2sc(-c3ccncc3)nn12
?	-7%	.	-1	Cc1cccc(OCCC(=O)N(C)CC(=O)Nc2cccc3ccccc23)c1
?	1%	.	.	Cn1nc(N)c2c(-c3ccccc3)c(C#N)c(N)nc21
-30	5%	.	-4	CCCCNC(=O)CN(c1cccc(Br)c1)S(C)(=O)=O
-22	-1%	.	4	O=C(N1CCN(c2ccccc2)CC1)C1(c2cccs2)CCOCC1
17	-7%	3%	-1	COc1ccc(OC)c(C2C(C(=O)O)c3ccccc3C(=O)N2C)c1 (stereo not given)
-15	-5%	.	.	O=C(CSc1nc2cc([N+](=O)[O-])ccc2n1-c1ccc(F)cc1)NC1CCS(=O)(=O)C1 (stereo not given)
?	-5%	.	.	Cc1cc(C(=O)COC(=O)c2ccc[nH]c2=O)c(C)n1C
11	1%	.	12	Cc1nc2ccccn2c1P(=O)(N1CCCCC1)N1CCCCC1
?	2%	.	-1	Clc1cccc(CN2CCCCCCC2)c1Cl
55	-1%	.	.	CC1CCN(c2c(NCc3ccc(C(=O)NCc4ccco4)cc3)c(=O)c2=O)CC1
?	-1%	.	.	COC(=O)NNC(=S)NCc1ccccc1
27	-1%	.	.	COc1cccc(NC(=O)CN(c2ccc([N+](=O)[O-])cc2)S(=O)(=O)c2ccccc2)c1
?	-30%	.	9	CCOc1cc(NC(=S)NC)c(OCC)cc1NC(=O)c1ccco1
-30	-7%	.	.	CC(C)(C)C(=O)Nc1ccc(Sc2ccc([N+](=O)[O-])cc2)cc1
?	-1%	.	-7	CN(C(=O)CCCN1C(=O)c2cccc3cccc(c23)C1=O)c1ccccc1
?	-1%	-7%	5	CC1=C(C(=O)OC2CCCCC2)C(c2ccco2)C2=C(CC(C)(C)CC2=O)N1 (stereo not given)
5	-3%	.	.	CCOc1ccc(/C=C/C(=O)c2ccccc2)cc1OC
54	?	?	9	Cc1ccc(C)c(/C=N/NC(=S)NCCc2ccccc2)c1
52	-6%	.	.	CNC(=O)/C(C#N)=C/c1c(F)cccc1Cl
21	-8%	-9%	6	O=C(Nc1cnn(Cc2ccc(Cl)c(Cl)c2)c1)c1nc2ncccn2n1
-11	-4%	.	13	CN(/N=C/c1ccc(O)cc1O)c1nc(-c2ccccc2)cc(-c2ccccc2)n1
3	3%	1%	8	CCCCn1c(SCC(=O)N2CCCCC2)nc2cc(S(N)(=O)=O)ccc21
-9	-1%	.	.	CN(C)c1ccc(/C=C/C(=O)c2ccc(C(C)(C)C)cc2)cc1[N+](=O)[O-]
18	-11%	7%[2.29 µM]	12	CCCCn1c(=O)n(Cc2cccc(F)c2)c(=O)c2c1ncn2Cc1ccco1
-3	6%	.	.	CC1=C(C#N)C(NC(=O)c2cccc(Cl)c2)(C(F)(F)F)C(=O)N1 (stereo not given)
?	?	-2%	-5	C=C(C)COc1ccc(-c2[nH]ncc2Oc2ccccc2OC)c(O)c1
?	-4%	.	.	CCOC(=O)c1cc(N)cc([N+](=O)[O-])c1
?	3%	.	5	C=CCOc1c(CNc2ncn[nH]2)cccc1OCC
21	5%	67%[activator]	0	COc1cc(CN(C)CCc2ccccc2)ccc1OCc1ccccc1
-1	0%	-1%	3	COc1ccc(/C=C(/C#N)S(=O)(=O)c2ccc(C)cc2)cc1
17	-2%	6%	2	Cc1nc2sc(C(c3ccc(Cl)cc3)N3CC(C)OC(C)C3)c(O)n2n1 (stereo not given)
3	-6%	.	.	Cc1ccc(NS(=O)(=O)c2cccc(C(=O)N/N=C/c3c(C)nn(-c4ccccc4)c3N3CCCC3)c2)c(C)c1
245	0%	.	0	O=C(c1cccs1)N1CCN(S(=O)(=O)Cc2ccccc2)CC1
-17	-4%	-6%	1	COc1ccc(NC(=O)C(C)N(c2ccc(C)cc2)S(C)(=O)=O)cc1 (stereo not given)
?	-4%	-5%[11.4 µM]	8[1.84 µM]	Cc1ccc2c(c1)CCCN2C(=O)c1c(C)noc1C
27	-2%	.	.	Cc1ccc(S(=O)(=O)c2nc(-c3cccs3)oc2NCCCN(C)C)cc1
-22	6%	4%	-7	O=C(COC(=O)C1CCN(S(=O)(=O)c2cccc3cccnc23)CC1)c1ccc(F)cc1
24	-5%	1%	7	COc1ccccc1C(OC(=O)c1cccs1)C(=O)NCC1CCCO1 (stereo not given)
63	5%	.	.	Cc1ccc2nc(-c3ccc(SCC(=O)Nc4nnc(C)s4)nc3)[nH]c2c1
.	3%[11.4 µM]	0%[11.4 µM]	.	C[C@H]1CN(CCO)CCN1c1ccccc1
-29	6%	-2%[2.29 µM]	-3	N#Cc1c(/N=C/c2ccco2)oc(-c2ccccc2)c1-c1ccccc1
8	4%	-5%[11.4 µM]	-4[1.84 µM]	O=C(O)C1C2C=CC(C2)C1C(=O)Nc1ccc(C(=O)N2CCCCC2)cc1 (stereo not given)
.	-2%	-5%	.	CCCCCCCN

# Remaining list, next part.
PNC assembly inh	ALOX12 inhib	15-hLO-2 inh	IMPase inh	Molecule
?	2%	7%	4	c1ccc2c(c1)oc1c(NCCN3CCOCC3)ncnc12
.	15%	-6%	.	O=c1c(CCc2ccccc2)nc2cncnc2n1-c1ccccc1
.	-4%[25.6 µM]	8%[25.6 µM]	-1[20.6 µM]	O=C(O)/C=C\c1ccc(Cn2ccnc2)cc1
?	6%	20%	-2	Cc1ccc2cc(CN(CCCN(C)C)C(=O)NCc3ccccc3)c(=O)[nH]c2c1C
8	-10%	-25%	-10	O=c1cc(CN2CCN(S(=O)(=O)c3ccc4c(c3)OCCO4)CC2)c2ccc(O)cc2o1
13	-1%	1%	4	Cc1ccccc1C(=O)NC(NCc1ccco1)C(Cl)(Cl)Cl (stereo not given)
-26	-3%	.	7	O=C(/C=C/c1ccc(Cl)cc1)NC(=S)Nc1ccc(N2CCOCC2)c(Cl)c1
3	-9%	-24%	4	COc1cc(C2C(C#N)=C(C)NC3=C2C(=O)CC(C)(C)C3)cc(OC)c1O (stereo not given)
27	-5%	0%	-10	Cc1cc(C(=O)N2CCN(c3ccccc3)CC2)no1
?	-4%	4%	-6	COc1ccc(C(=O)N(CCCO)C(C)C(=O)NC2CCCCC2)cc1OC (stereo not given)
-11	-13%	-1%	9	Cc1ccc(Cn2cccc(NC(=O)NC3CCCCC3)c2=O)cc1
-5	-5%	5%	-3	COc1ccc(S(=O)(=O)N2CC(O)CC2C(=O)OCC(=O)Nc2ccc(Cl)cn2)cc1 (stereo not given)
?	0%	1%	?	C#CCSc1nc(-c2cccs2)ccc1C#N
?	-1%	0%	-5	CN1CC(=O)N(CCOc2ccccc2)C1=O
-7	-3%	.	-11	COc1ccccc1NC(=O)/C(C#N)=C/c1cc([N+](=O)[O-])ccc1N1CCCC1
-20	-4%	2%	8	CC(=O)Nc1cccc(N2C(=O)CC(Cc3ccccc3)C2=O)c1 (stereo not given)
-5	-8%	-18%	-15	CCCCC(=O)NC(=S)Nc1ccccc1C(=O)Nc1ccccc1
.	-11%	-30%	-3	CS(=O)(=O)c1ccc(Cn2c3c(c4cc(F)cc(F)c42)CCC[C@H]3CC(=O)O)cc1
111	0%	3%	4	Cc1ccc(CSc2nc3sc(C)c(C)c3c(=O)n2Cc2ccco2)cc1
?	1%	8%[2.29 µM]	6	O=C(Nc1ccc2c(c1)OCCO2)NC1CCCCC1
?	2%	-6%	-12	CC(=O)Cc1nsc(Nc2ccccc2)n1
22	-4%	-5%	5	CCOc1ccccc1-c1nc(C(N)=O)c2[nH]c(=O)n(-c3ccccc3)c2n1
74	-3%	0%	-5	O=C(NCCNS(=O)(=O)c1ccccc1)c1cc(OCC(F)(F)F)ccc1OCC(F)(F)F
-7	-21%	?	3	COc1cc(-c2nnc(SCc3cc(=O)oc4cc(O)c(O)cc34)o2)cc(OC)c1OC
26	-7%	-5%	-6	COc1ccc(NC(=O)CCN2C(=O)c3ccccc3S2(=O)=O)cc1
17	-4%	-1%	-5	CC(C)Cc1ccc(/C(=N/O)C(=O)O)s1
29	2%	-4%	-14	COCCNC(=O)C(OC(=O)c1ccco1)c1ccccc1OC (stereo not given)
1	-1%	-16%	-1	CCc1nnc(NC(=O)c2ccc(S(=O)(=O)N3CCCCCC3)cc2)s1
.	-4%	0%	0	O=C(O)C=Cc1ccc(Cn2ccnc2)cc1
.	2%[25.6 µM]	2%[25.6 µM]	0[20.6 µM]	NC[C@@H]1O[C@H](O[C@@H]2[C@H](O[C@@H]3O[C@H](CO)[C@@H](COC[C@H]4O[C@@H](CN)[C@@H](O)[C@@H](O)[C@@H]4N)[C@@H]3O)[C@@H](O)[C@@H](N)C[C@H]2N)[C@@H](N)[C@H](O)[C@@H]1O

# Looked up above.
# IMPase inh result of `CCOc1ccccc1-c1nc(C(N)=O)c2[nH]c(=O)n(-c3ccccc3)c2n1` stands at 5
# IMPase inh result of `c1ccc2c(c1)oc1c(NCCN3CCOCC3)ncnc12` stands at 4
# PNC assembly inh result of `O=c1cc(CN2CCN(S(=O)(=O)c3ccc4c(c3)OCCO4)CC2)c2ccc(O)cc2o1` stands at 8
# ALOX12 inhib result of `CC(=O)Cc1nsc(Nc2ccccc2)n1` stands at 2%

# (continued)
PNC assembly inh	ALOX12 inhib	15-hLO-2 inh	IMPase inh	Molecule
-17	10%	1%	-1	COc1ccc(C2C(C(=O)O)CCC(=O)N2c2ccc(OC)cc2)cc1 (stereo not given)
37	-21%	-5%	7	COc1ccc2oc(=O)c(NC(=O)C3CCCCC3)cc2c1
-8	1%	-16%	-1	COC(=O)c1nn(-c2ccccc2)c(Cl)c1/C=N/OCc1ccc(Cl)cc1Cl
?	-7%	-2%	-7	COC(=O)c1ccc(C2C(C#N)=C(C)NC3=C2C(=O)CC(C)(C)C3)cc1 (stereo not given)
36	-4%	.	.	CCOC(=O)N1CCN(CC(O)COc2ccc(OC)cc2C(C)(C)C)CC1 (stereo not given)

# An excerpt (hit frequency here may not be typical).
